Screens (PubChem BioAssay)
PLCb3 inh = human PLC-beta3 inhibitors, primary screen, biochemical, fluorescence; 1-phosphatidylinositol 4,5-bisphosphate phosphodiesterase beta-3 (Homo sapiens), Q01970; Purified PLC-beta3, fluorogenic substrate; inhibition, % at 12.2 µM; 370,000 tested, 0.18% active; AID 720704, 2013; in the data active = inhibition above about 11%;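 also: 0% = median of compound wells on plate and 100% = full blocker control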
FXN GAA850 act = FXN promoter activators, primary screen, cell-based, luciferase luminescence, HEK293 lucGAA850 | HEK293 lucGAA850 FXN promoter luciferase reporter, 24 h; percent of 10 µM SAHA response | activation, % at 6 µM | 360,000 tested, 0.56% active;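 active = activation above the average of all compounds screened plus 3 SD, cutoff fixed separately per campaign, cut at about 7.5% in these data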;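 also: 0% = DMSO wells and 100% = 10 µM SAHA wells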
ADAM17 inh = ADAM17 inhibitors, primary screen, biochemical, QFRET; Disintegrin and metalloproteinase domain-containing protein 17 (Homo sapiens), P78536; recombinant ADAM17, EDANS/DABCYL FRET peptide cleavage; inhibition, % at 6.95 µM; 370,000 tested, 0.83% active; AID 720648, 2013;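 active = inhibition above the mean of compounds lying between control limits plus 3 SD, set per campaign, cut at about 8.5% in these data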;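 also: 0% = DMSO-only wells as the low control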
Target sequence (P78536 215-824 limits assumed): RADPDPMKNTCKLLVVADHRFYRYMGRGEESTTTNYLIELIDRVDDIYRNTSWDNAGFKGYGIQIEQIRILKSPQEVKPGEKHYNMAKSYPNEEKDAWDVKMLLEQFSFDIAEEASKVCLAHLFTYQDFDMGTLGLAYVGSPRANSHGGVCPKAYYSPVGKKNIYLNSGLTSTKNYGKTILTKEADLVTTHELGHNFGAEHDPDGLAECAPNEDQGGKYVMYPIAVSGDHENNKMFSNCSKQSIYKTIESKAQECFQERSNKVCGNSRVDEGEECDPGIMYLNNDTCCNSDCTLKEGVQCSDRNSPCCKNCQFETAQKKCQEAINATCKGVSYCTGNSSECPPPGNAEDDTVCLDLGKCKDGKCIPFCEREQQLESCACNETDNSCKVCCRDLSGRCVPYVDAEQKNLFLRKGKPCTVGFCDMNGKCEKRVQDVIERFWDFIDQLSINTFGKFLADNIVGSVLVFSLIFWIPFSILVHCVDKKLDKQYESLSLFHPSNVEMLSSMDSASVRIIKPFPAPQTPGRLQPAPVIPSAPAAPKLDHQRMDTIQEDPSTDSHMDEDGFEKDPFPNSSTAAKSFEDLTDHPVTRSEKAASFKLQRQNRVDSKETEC
hgDAF-12 ag = H. glycines DAF-12 receptor agonists, primary screen, cell-based, luminescence, HEK293, GAL4 fusion, UAS-luciferase; Nuclear hormone receptor DAF-12 (Heterodera glycines), GAL4 fusion; HEK293 GAL4-hgDAF12 UAS-luciferase reporter, agonist luminescence; normalized to butyrate control; activation, % at 6.8 µM; 370,000 tested, 1.8% active;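 active = activation above a cutoff set at the mean of all screened compounds plus 3 SD, cut at about 10% in these data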;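 also: 0% = DMSO wells and 100% = sodium butyrate wells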
ssDAF12 agonist = S. stercoralis DAF-12 nuclear receptor activators, primary screen, cell-based, luminescence, HEK293, GRIP1 co-expression, lit1-tk-luc; 370,000 tested, 1% active; HEK293 ssDAF-12/GRIP1 lit1-tk-luc reporter; % of 3 µM dafachronic acid response; Nuclear hormone receptor DAF-12 (Strongyloides stercoralis); activation, % at 6.8 µM;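 active = activation above the mean over all tested compounds plus 3 SD, cut at about 0.9% in these data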;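 also: 0% = DMSO-only wells and 100% = 3 µM delta7-dafachronic acid wells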
DAX1 inh-1 = DAX1 (NR0B1) inhibitors on StAR promoter, primary screen, cell-based, luminescence, SF-1 (NR5A1), full-length DAX-1; HEK293T StAR-luciferase reporter, SF-1/DAX-1 repression relief; inhibition, % at 6.8 µM; 370,000 tested, 1.1% active; AID 652010, 2013;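 active = inhibition above the mean over all tested compounds plus 3 SD, cut at about 3.6% in these data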;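 also: 0% = DAX-1 cells with DMSO and 100% = cells lacking DAX-1 with DMSO; higher inhibition means more luminescence from relief of DAX-1 repression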
ADAM10 inh = human ADAM10 inhibitors, primary screen, biochemical, QFRET, HTS. AID 720582, 2013. recombinant ADAM10, EDANS/DABCYL FRET peptide cleavage, 3 h. inhibition, % at 7 µM. 370,000 tested, 0.62% active;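 active = inhibition above a per-campaign cutoff equal to the mean of compounds falling between control-based bounds plus 3 SD, cut at about 20% in these data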;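 also: 0% = DMSO wells while the 100% control is not disclosed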
HGIII-sPLA2 inh = human group III sPLA2 inhibitors, primary screen, biochemical, QFRET, BODIPY PC-A2 liposome substrate; 370,000 tested, 0.56% active; Group 3 secretory phospholipase A2 (Homo sapiens), Q9NZ20; AID 743126, 2013; QFRET BODIPY PC-A2 liposome hydrolysis, fluorescence; inhibition, % at 12.2 µM;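 active = inhibition above mean plus 3 SD of compounds lying within the high and low control bounds, cut at about 19% in these data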;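 also: 0% = median of test compound wells and 100% = no enzyme DMSO wells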
Target sequence (Q9NZ20 whole entry, looked up): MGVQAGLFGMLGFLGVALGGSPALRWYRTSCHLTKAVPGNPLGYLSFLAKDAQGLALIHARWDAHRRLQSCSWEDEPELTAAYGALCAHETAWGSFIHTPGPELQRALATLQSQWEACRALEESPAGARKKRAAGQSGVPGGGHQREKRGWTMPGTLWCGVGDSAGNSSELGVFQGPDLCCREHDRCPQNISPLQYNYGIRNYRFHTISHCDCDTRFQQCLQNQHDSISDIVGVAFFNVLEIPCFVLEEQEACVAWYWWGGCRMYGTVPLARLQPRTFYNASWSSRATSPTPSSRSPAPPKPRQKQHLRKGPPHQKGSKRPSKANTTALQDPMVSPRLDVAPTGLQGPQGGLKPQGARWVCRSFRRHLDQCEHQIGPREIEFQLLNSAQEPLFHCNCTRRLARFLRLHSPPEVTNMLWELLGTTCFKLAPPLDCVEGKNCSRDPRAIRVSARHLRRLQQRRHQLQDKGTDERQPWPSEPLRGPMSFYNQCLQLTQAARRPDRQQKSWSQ
hcDAF-12 act = H. contortus DAF-12 nuclear receptor activators, primary screen, cell-based, luminescence, HEK293, lit1-tk-luc reporter; AID 652067, 2013; HEK293 hcDAF-12 lit1-tk-luc reporter; 0% DMSO, 100% Δ7-dafachronic acid; 370,000 tested, 1.4% active; activation, % at 6.8 µM;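 active = activation above the mean of all tested compounds plus 3 SD, cut at about 5.5% in these data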;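 also: 100% = response to 3 µM Δ7-dafachronic acid high control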
DAX1 inh-2 = DAX1 (NR0B1) inhibitors, primary screen, cell-based, HEK293, Gal4-DAX1, luciferase luminescence | Nuclear receptor subfamily 0 group B member 1 (Homo sapiens), P51843 | HEK293 Gal4-DAX1 luciferase reporter | inhibition, % at 6.75 µM | 340,000 tested, 0.99% active | AID 504766, 2011;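 active = inhibition above the mean over all tested compounds plus 3 SD, cut at about 4.2% in these data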;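 also: 0% = DAX1-transfected cells with DMSO and 100% = empty-vector control cells with DMSO; inhibition shows as a rise in luminescence from relieved DAX1 repression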
PLC-gamma1 inh = PLC-gamma1 enzyme inhibitors, primary screen, biochemical, fluorescence, purified enzyme; AID 720700, 2013; inhibition, % at 12.2 µM; fluorogenic substrate; 370,000 tested, 0.84% active; 1-phosphatidylinositol 4,5-bisphosphate phosphodiesterase gamma-1 (Homo sapiens), P19174; in the data active = inhibition above about 9.5%
An asterisk follows results filed as active; i = inactive; x = not tested or not shown. An unsorted share of the library; about 6.9% have a hit in one of these screens.

SMILES	PLCb3 inh	FXN GAA850 act	ADAM17 inh	hgDAF-12 ag	ssDAF12 agonist	DAX1 inh-1	ADAM10 inh	HGIII-sPLA2 inh	hcDAF-12 act	DAX1 inh-2	PLC-gamma1 inh
O=C(N/C(=C\c1ccc2c(c1)OCO2)C(=O)N1CCOCC1)c1ccccc1Br	-2	-0.1	1	3.1	-1.1	-0.2	1	1	-0.2	1.0	1
CCOC(=O)N1CCC(Nc2c(Nc3cccc(CC)c3)c(=O)c2=O)CC1	-50	-2.1	-4	1.4	-1.6	0.0	4	-17	-0.5	-0.2	-33
CNC(=O)COc1ccc2oc3c(c2c1)CCCC3	-7	1.1	-4	0.4	-1.3	0.4	-6	5	-2.1	0.3	0
CCn1c(C2CC(=O)N(c3ccc(C)c(C)c3)C2)nc2ccccc21 (centres undefined)	-5	1.3	-3	-4.5	-1.7	-0.6	0	0	-2.9	1.0	5
COC(=O)c1cc(CNC(=O)Cc2ccsc2)ccc1OC	-7	0.6	0	9.1	-0.5	0.2	4	-2	3.4	-0.3	-1
CCOC(=O)C1(C)CCCN(C(=O)c2c(F)cccc2F)C1 (centres undefined)	2	0.5	-2	0.7	-0.6	-0.8	-1	-2	0.0	x	0
CCC(=O)NC(=S)NNC(=O)c1ccc([N+](=O)[O-])cc1	0	-1.3	-5	0.4	-1.2	-0.8	-11	2	0.2	0.9	-2
COc1ccc(C)cc1Nc1n[n+](-c2ccccc2)c(-c2ccc(NC(C)=O)cc2)s1	-4	-1.7	-2	3.6	-1.3	0.1	5	5	2.4	-0.8	-5
Cc1cc(C)cc(NC(=O)CN(C)S(=O)(=O)c2cccc3nsnc23)c1	-1	-0.3	1	-2.7	-0.9	-0.1	6	-9	-3.4	0.5	-2
COc1cccc(/C=N/Nc2cc(-n3nc(C)cc3-c3ccccc3)ncn2)c1O	-6	-5.7	-2	2.0	-0.2	-0.2	2	-2	2.3	-1.5	-8
c1ccc(CN2CCC(N=C3NN=C(c4ccc5c(c4)OCCO5)CS3)CC2)cc1	-7	-1.8	-1	-1.6	-2.0	-0.6	-8	-1	-1.5	-0.8	-3
O=C(c1ccccc1Br)N1CCN(c2ncccn2)CC1	-5	-2.1	-5	-0.8	-1.3	0.1	-14	8	-1.3	0.2	0
O=C(NC1CC1)c1ccc(-n2cccc2)cc1	-3	5.2	-1	3.8	-2.1	0.6	3	1	0.2	-1.7	1
O=C(CSc1nnc(-c2ccc(Cl)cc2)n1Cc1ccco1)Nc1cccc2ccccc12	-2	x	-1	-0.1	-1.3	-1.7	-11	12	0.7	x	0
C/C(=N\O)c1ccccc1C(=O)O	1	0.2	-3	1.1	-1.4	-0.2	0	-6	-1.5	0.5	3
COc1cccc(C(=O)NC(=S)Nc2ccc3oc(=O)ccc3c2)c1	0	-0.3	-4	2.1	-1.6	-0.5	-8	4	0.1	0.1	-1
CC(C)CC(O)(CC(C)C)c1cn(C(=O)N(c2ccccc2)c2ccccc2)nn1	4	x	0	-2.5	-0.7	x	3	-13	0.1	x	1
CCN1CCCSC1=S	1	-0.2	-2	-3.9	-1.4	-0.1	-2	0	-1.4	x	-1
CC(=O)c1cccc(N=Nc2c(-c3ccccc3)[nH]n(-c3ccccc3)c2=O)c1	3	1.0	2	-1.3	-1.5	0.4	6	5	-0.2	2.0	7
Cc1cccc(-c2nnc(SCc3nc4ccccc4[nH]3)n2Cc2ccco2)c1	-9	-3.8	-4	-1.7	-1.4	-1.2	-1	-9	-2.5	-1.5	-7
Cc1ccccc1CNC(=O)c1ccc2nc(N3CCOCC3)sc2c1	2	0.7	0	-0.8	-2.3	-0.1	-6	-3	-1.8	1.9	3
Cc1ccccc1OCCN(C#N)c1nc(N(C)C)nc(N(C)C)n1	-3	-0.1	-5	2.2	-1.5	0.1	-4	-4	-1.1	0.1	2
COc1ccc(OC)c(S(=O)(=O)N2CCCC2C(=O)N2CCc3ccccc3C2)c1 (centres undefined)	-8	1.1	-3	-3.4	-1.4	-0.1	-6	11	-3.7	-1.4	0
O=C(CCNS(=O)(=O)c1ccccc1)N1CCCCCCC1	-9	-0.4	2	0.1	-0.8	1.1	-12	15	-0.6	2.6	4
COC(=O)[C@@H]1CCCN1C(=O)c1ccc(OC2CCN(Cc3ccccn3)CC2)cc1	-5	1.5	2	-1.8	-0.4	-0.4	-5	1	-0.7	0.2	-1
CCOC(=O)C1=C[C@@H](C(C)C)N(S(=O)(=O)c2ccc(C)cc2)[C@H]1c1ccc(C(F)(F)F)cc1	3	x	2	2.1	-1.0	-2.2	9	-11	0.2	x	1
Cc1cc(C(=O)Nc2cc(Br)ccc2O)on1	-1	-1.0	0	1.0	-0.5	-0.3	5	-5	1.9	-0.5	4
N#Cc1c(NC(=O)CSc2n[nH]c(Cc3ccccc3)n2)oc(-c2ccccc2)c1-c1ccccc1	-14	-2.0	4	-1.5	-1.2	0.2	14	-66	0.2	-1.4	-13
Cc1cc(C(=O)N2CCN(c3ccccc3O)CC2)c(C)o1	-8	-1.0	-6	-1.4	-0.9	0.8	-6	2	0.4	-0.7	-2
CCOC(=O)CN1C(=O)S/C(=C\c2ccc3c(c2)OCO3)C1=O	-3	1.9	3	1.6	-0.8	0.6	7	3	4.0	-1.6	5
Cc1ccc(OCc2ccoc2C(=O)O)cc1C	0	1.0	1	0.3	-0.8	0.0	0	3	-1.4	0.7	6
Cc1cc(C)n(-c2ccc(C(=O)Nc3cccc(S(=O)(=O)N4CCCC4)c3)cc2)n1	3	-2.0	4	-6.7	-1.6	-1.6	10	-7	-2.6	-1.8	0
Cc1cc(C)n(CC(=O)N2c3ccccc3Sc3ccccc32)n1	0	-3.1	-2	-0.8	-1.2	-0.2	6	-7	-2.5	3.7	-1
COc1ccc(NC(=O)COC(=O)Cc2c[nH]c3ccccc23)cc1OC	2	0.5	-2	0.7	-1.0	0.4	3	-38	1.3	1.4	0
COc1ccc(OC)c(-n2nnnc2SCC(=O)NCCc2ccccc2)c1	5	1.5	-3	-2.0	-2.2	-0.3	-4	-2	-1.1	-1.5	0
O=C1CC[C@@]23CCCN2C(=O)CCC[C@H]3[C@H]1Cc1ccccc1	0	x	-7	-4.4	-1.3	x	-5	4	-0.1	x	0
CCc1ccccc1NC(=O)COc1ccc(C(=S)N2CCCC2)cc1	1	0.8	-5	-1.0	-1.7	-1.0	-12	0	-1.6	2.2	0
Cc1nc(-c2coc3c(CN(C)C)c(O)ccc3c2=O)cs1	i	1.6	-259	0.0	-0.5	-0.5	i	3	2.5	0.7	i
CCc1nnc(NS(=O)(=O)c2ccc(N/C=C\C(=O)c3cccc(OC)c3)cc2)s1	-28	3.0	0	2.6	-1.1	1.6	8	-37	0.2	1.1	-21
CCCc1nc(Cl)c(C#N)c2c1CCCC2	2	2.4	1	-0.8	-1.5	0.3	-1	1	0.5	0.5	1
O=C(Nc1ccccc1N1CCCCC1)c1ccccc1F	1	-1.2	1	-2.4	-2.1	0.7	-3	1	-1.9	0.2	0
CC(C)N(CCO)C(=O)CCc1nnc(Cc2cccc(C(F)(F)F)c2)o1	-2	1.3	-1	-0.3	-1.8	-1.3	-2	-1	0.3	0.3	9.7*
Cc1ccc(-c2cc(C(F)(F)F)n3ncc(C(=O)N4CCCc5ccccc54)c3n2)cc1	3	-1.0	-1	0.3	-0.7	0.4	4	-1	0.9	-0.9	-1
C/C(=N\NC(=O)C1CCCN(S(=O)(=O)c2ccccc2)C1)c1cccnc1 (centres undefined)	4	2.6	1	-1.2	-1.3	-1.3	9	-3	-1.9	-1.3	1
CCOc1ccc(S(=O)(=O)N2CCN(C(=O)c3cccn3C)CC2)cc1	1	1.9	-3	-1.3	-0.9	-0.9	-1	-4	-1.7	-0.9	-3
O=C(CCc1ccccc1)N[C@H]1[C@H](OCc2ccccc2)CCC[C@@]12C(=O)N(Cc1ccccc1)c1ccccc12	4	x	3	-2.8	-0.6	-1.0	6	-7	-0.5	x	3
O=[N+]([O-])c1cccc(/C=C2\CCC(/C=N/Nc3ccc4ccccc4n3)=C2N2CCOCC2)c1	-1	-0.9	-2	-0.2	-0.3	-0.1	-7	7	-2.3	-0.6	1
CCS(=O)(=O)c1nc(S(=O)(=O)c2ccc(Cl)cc2)c(NCCN2CCOCC2)s1	-4	-0.3	-3	0.6	-0.9	-0.8	6	4	0.8	1.5	1
CC(C(=O)OCc1nnc(-c2ccccc2)o1)N1C(=O)C2CCCCC2C1=O (centres undefined)	-4	2.6	2	1.9	-0.8	0.4	3	2	0.6	0.9	-1
O=C(Cn1cc2c(n1)CCCCC2)Nc1ccccc1Br	-2	2.5	-1	0.3	-0.8	-0.1	-5	0	-1.1	-0.4	1
Continued.
SMILES	PLCb3 inh	FXN GAA850 act	ADAM17 inh	hgDAF-12 ag	ssDAF12 agonist	DAX1 inh-1	ADAM10 inh	HGIII-sPLA2 inh	hcDAF-12 act	DAX1 inh-2	PLC-gamma1 inh
O=C(O)c1ccc(-n2nnnc2Oc2ccccc2C(=O)N2CCOCC2)cc1	4	0.1	0	-0.5	-1.0	-0.5	11	9	-0.7	4.9*	3
CCSCCc1nnc(NC(=O)Nc2cccc(C(F)(F)F)c2)s1	3	-8.5	-1	-3.3	-2.1	0.0	0	1	-3.0	0.6	0
CCN(CC)C(=O)n1cnc(-c2ccccc2)c1-c1ccccc1	1	1.4	2	-0.8	-0.9	-0.3	6	-2	-1.1	-1.1	0
CC(c1ccco1)N(C(=O)c1cccs1)c1ccccn1 (centres undefined)	-1	1.4	-5	0.2	-1.2	-0.2	0	6	-0.3	1.0	0
CCCCN(C(=O)c1ccc2c(c1)OCO2)c1ccccc1	-4	1.3	-2	0.2	-2.0	-0.9	1	-3	-1.9	-2.4	-1
C=CCNc1ncnc2c1ncn2[C@H]1CN(Cc2ccco2)C[C@@H](CO)O1	1	0.0	-1	-1.9	0.0	0.8	-5	6	-1.2	x	-3
COc1cccc(C(=O)Nc2cccc(-c3ccc4nncn4n3)c2)c1OC	-8	2.0	-7	-2.9	-1.6	-0.5	-2	4	-2.1	1.0	0
